High-throughput results: PubChem, The Scripps Research Institute Molecular Screening Center
Tn6 DDE FP – inhibitors of Tn6 peptide binding to fibrin DD(E), primary screen, biochemical, fluorescence polarization, human fibrin, Tn6 probe. Fibrinogen beta chain (Homo sapiens), P02675. Fibrin DD(E) TRITC-Tn6 fluorescence polarization displacement. inhibition, % at 8.3 µM. 370,000 tested, 0.21% active. AID 720509, 2013;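 active means inhibition above a per-campaign cutoff: mean of compounds within control limits plus 3 SD, cut at about 15% in these data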;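 further: 0% = median of all compound wells on the plate and 100% = blocking peptide control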
Tn7 DDE FP – inhibitors of Tn7 peptide binding to fibrin DD(E), primary screen, biochemical, fluorescence polarization, human fibrin, Tn7 probe; Fibrinogen beta chain (Homo sapiens), P02675; FP displacement of FITC-Tn7 peptide from fibrin DD(E); 0% = median of compound wells per plate; inhibition, % at 8.3 µM; 370,000 tested, 0.13% active; AID 720508, 2013;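 active means inhibition above the mean of compounds falling within the control limits plus 3 SD of them, cut at about 14% in these data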;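 further: 0% = plate median of compound wells and 100% = 10 µM Aha-Tn7 peptide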
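System: human fibrin DD(E); quantity: Fibrin-DD(E) at 2 µM final; also added: fluorescent Tn7 probe at 0.1 µM; compound dosing: single nominal test concentration of 8.3 µM per compound; schedule: 10 min preincubation, 3 h with tracer, room temperature; detection: fluorescence polarization of the labelled Tn7 tracer; repeats: one replicate per compound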
proKLK7 act – proKLK7 zymogen activators, primary screen, biochemical, fluorescence intensity; activation, % at 7 µM; purified proKLK7, EDANS-DABCYL substrate fluorescence; 100% is mature enzyme control, 0% vehicle; AID 652039, 2013; 370,000 tested, 0.9% active;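 active means activation above the mean of all tested compounds plus 3 SD, computed per campaign excluding outliers beyond control limits, cut at about 13% in these data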
UHRF1 MBD2 ctr – UHRF1 methylated DNA binding inhibitors, primary screen, counter-screen for MBD2 inhibitor project, biochemical, TR-FRET, human UHRF1, single concentration | UHRF1 binding to methylated oligo | 370,000 tested, 0.75% active | E3 ubiquitin-protein ligase UHRF1 (Homo sapiens), Q96T88 | inhibition, % at 4.4 µM; in the data active means inhibition above about 21%;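 further: UHRF1 SRA domain binding a hemimethylated CpG hairpin DNA probe; 0% = median of test compound wells and 100% = reference inhibitor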
SIAE inh – human SIAE inhibitors, primary screen, biochemical, fluorescence polarization, FP-Rh probe, 1536-well HTS; Sialate O-acetylesterase (Homo sapiens), Q9HAT2; 370,000 tested, 0.69% active; AID 1053197, 2014; inhibition, % at 9.66 µM; SIAE FP-Rh probe binding;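 active means inhibition above a cutoff: mean of compounds within the control limits plus 3 SD of those, cut at about 17% in these data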;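 further: 0% = plate median of compound wells and 100% = probe without SIAE protein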
Target sequence (Q9HAT2 whole entry, looked up): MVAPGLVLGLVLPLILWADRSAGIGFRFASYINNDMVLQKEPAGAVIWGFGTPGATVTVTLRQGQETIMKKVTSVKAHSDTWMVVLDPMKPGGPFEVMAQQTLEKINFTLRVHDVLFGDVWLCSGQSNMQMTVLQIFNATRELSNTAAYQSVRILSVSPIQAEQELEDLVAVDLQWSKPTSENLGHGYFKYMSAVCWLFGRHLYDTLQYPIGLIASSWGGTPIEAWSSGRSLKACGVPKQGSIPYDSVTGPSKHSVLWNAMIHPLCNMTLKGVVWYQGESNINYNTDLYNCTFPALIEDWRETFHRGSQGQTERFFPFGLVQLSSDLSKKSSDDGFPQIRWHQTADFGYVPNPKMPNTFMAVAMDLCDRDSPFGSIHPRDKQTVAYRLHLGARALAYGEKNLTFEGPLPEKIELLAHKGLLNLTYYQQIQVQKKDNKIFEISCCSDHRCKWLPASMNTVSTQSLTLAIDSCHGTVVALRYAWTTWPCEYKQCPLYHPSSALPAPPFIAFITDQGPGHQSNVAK
PRMT1 inh – PRMT1 methyltransferase inhibitors, primary screen, biochemical, fluorescence polarization | Protein arginine N-methyltransferase 1 (Homo sapiens), Q99873 | recombinant PRMT1, activity-based probe fluorescence polarization | inhibition, % at 2.79 µM | 370,000 tested, 1.3% active | AID 652257, 2013;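 active means inhibition above about 21% made by adding two undisclosed values, limit read from the data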
Target sequence (Q99873 whole entry, looked up): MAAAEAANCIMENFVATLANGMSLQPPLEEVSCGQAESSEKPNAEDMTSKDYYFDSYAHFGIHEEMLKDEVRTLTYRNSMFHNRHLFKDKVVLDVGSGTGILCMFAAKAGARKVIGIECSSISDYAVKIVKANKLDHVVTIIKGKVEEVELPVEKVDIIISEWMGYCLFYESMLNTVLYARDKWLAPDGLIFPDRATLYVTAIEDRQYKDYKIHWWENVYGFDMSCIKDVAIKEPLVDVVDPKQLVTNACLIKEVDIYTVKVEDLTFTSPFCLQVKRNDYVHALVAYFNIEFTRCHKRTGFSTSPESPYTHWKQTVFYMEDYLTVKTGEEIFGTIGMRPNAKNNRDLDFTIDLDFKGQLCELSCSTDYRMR
TDP2 absorb – human TDP2 enzyme inhibitors, primary screen, biochemical, epi absorbance, recombinant enzyme. T5PNP hydrolysis, p-nitrophenol absorbance 415 nm. inhibition, % at 12.8 µM. 370,000 tested, 0.34% active;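 active means inhibition above the mean of all tested compounds plus 3 SD, set per campaign, cut at about 25% in these data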;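 further: 0% = DMSO with enzyme and 100% = buffer with substrate but no TDP2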
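Incubation: 2 h at 37 °C; Test system: recombinant human TDP2; Quantity: enzyme 120 nM; Read-out basis: percent inhibition; Medium: 50 mM Tris-HCl pH 7.5 with Mg2+, KCl, DTT, BSA; Repeats: single replicate; Compound: 12.8 µM single point, 1% DMSO; Signal: epi absorbance; Reagent: 5 mM T5PNP chromogenic substrate; Benchmarks: no-enzyme high, DMSO-plus-enzyme low.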
TCR CD3 inh – inhibitors of human TCR-CD3 interaction, primary screen, biochemical, fluorescence, TAMRA-labeled TCR probe; AID 651800, 2012; 360,000 tested, 0.37% active; T-cell receptor (TCR); inhibition, % at 9.4 µM; in the data active means inhibition above about 19%;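 further: recombinant mutant TCR 2C K166C tagged with TAMRA read by polarization; 0% = receptor in buffer alone and 100% = receptor with positive control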
MBD2 inh – inhibitors of MBD2 binding to methylated DNA, primary screen, biochemical, TR-FRET, DNA-binding domain, human. MBD2 binding to methylated oligonucleotide. Methyl-CpG-binding domain protein 2 (Homo sapiens), Q9UBB5. inhibition, % at 4.4 µM. 370,000 tested, 0.31% active; in the data active means inhibition above about 13%
LEDGF integ inh – blockers of LEDGF/p75-dependent integrase strand transfer – biochemical, TR-FRET, high throughput, primary screen; 370,000 tested, 0.64% active; inhibition, % at 3.7 µM; TR-FRET IN-LEDGF/p75 DNA integration, Eu/Cy5;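 active means inhibition above the screen-wide mean plus 3 SD, cut at about 13% in these data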;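 further: signal is the Cy5 over europium emission ratio at 671 and 618 nm; 0% = plate median of compound wells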
An asterisk follows results filed as active.

No. | canonical_smiles | Tn6 DDE FP | Tn7 DDE FP | proKLK7 act | UHRF1 MBD2 ctr | SIAE inh
1 | CCN(CC)S(=O)(=O)c1ccc(OC)c(NC(=O)CCc2c(C)noc2C)c1 | -1 | -5 | 0.1 | 5 | 4
2 | COc1cc(CNC2CCCc3ccccc32)cc(OC)c1OC (configuration not stated) | 3 | 4 | -0.4 | 3 | -1
3 | Cc1ccc(C(=O)Oc2ccc(C(=S)N3CCOCC3)cc2)cc1 | -1 | -2 | -0.7 | 2 | 0
4 | O=C(NNC(=O)C1CCN(C(=O)Nc2ccccc2)CC1)c1ccc(F)cc1 | 1 | -5 | 0.3 | 4 | 0
5 | CC(C)CNS(=O)(=O)c1cc2c3c(c1)CC(=O)N3CCC2 | -9 | 1 | -0.2 | -1 | -1
6 | O=C(/C=C(\Nc1ccc(F)cc1)c1ccccc1)c1ccccc1 | 1 | 2 | 0.4 | -2 | -5
7 | CC1CCC(NC(=O)CN2CCN(S(=O)(=O)c3cccs3)CC2)CC1 (configuration not stated) | 6 | 11 | 0.1 | 1 | -4
8 | Cc1cccn2cc(-c3ccc(S(=O)(=O)N4CCOCC4)cc3)nc12 | -6 | 5 | 9.7 | 1 | 0
9 | CCc1cc(C(=O)OC)c(NC(=O)C2CC(=O)NN2Cc2ccccc2)s1 (configuration not stated) | -2 | -1 | 1.1 | 3 | -2
10 | Cc1sc(NC(=S)NC(=O)CCc2ccccc2)c(C(N)=O)c1C | 4 | -3 | 0.6 | -2 | -9
11 | CCSc1nnc(NC(=O)C2CCCN(S(=O)(=O)c3cnc[nH]3)C2)s1 (configuration not stated) | -16 | 2 | 0.0 | 2 | 4
12 | COc1cccc(-c2c(C(=O)N/N=C(\C)c3ccncc3)nnn2-c2nonc2N)c1 | 9 | -1 | 0.5 | 1 | 4

No. | PRMT1 inh | TDP2 absorb | TCR CD3 inh | MBD2 inh | LEDGF integ inh
1 | 7 | 1 | -4 | 6 | 0
2 | 5 | 5 | 1 | -3 | 2
3 | 4 | -7 | -3 | 4 | -4
4 | -5 | 12 | 1 | 2 | 1
5 | 0 | -3 | 0 | 0 | -2
6 | -1 | -8 | 0 | 4 | -2
7 | -2 | 1 | 8 | 2 | 1
8 | 2 | 2 | -1 | 5 | 1
9 | 1 | -22 | -7 | -5 | 9
10 | 1 | -15 | 7 | -1 | 3
11 | -1 | 2 | 1 | 8 | -2
12 | -3 | -8 | -6 | 0 | -2

Next results follow.
No. | canonical_smiles | Tn6 DDE FP | Tn7 DDE FP | proKLK7 act | UHRF1 MBD2 ctr | SIAE inh
13 | CCC12OC(=N)C(C#N)(C1C)C(C#N)(C#N)C(c1ccccc1)O2 (configuration not stated) | 7 | 6 | 12 | -4 | 7
14 | O=C(O)c1cccc(-c2ccc(/C=N/NC(=O)c3cccnc3)o2)c1 | -5 | 0 | -0.4 | 7 | 2
15 | CC(=O)Nc1ccc(N2C(=O)CC(N3CCN(Cc4ccc5c(c4)OCO5)CC3)C2=O)cc1 (configuration not stated) | 0 | 2 | -0.7 | 0 | -3
16 | COc1cc2c(cc1OCc1ccccc1)/C(=C/C(=O)OCc1ccccc1)OC2 | -6 | 0 | 0.0 | 3 | -3
17 | COc1ccc(-n2nc(C(=O)Nc3ccc4c(c3)OCO4)c3ccccc3c2=O)c(OC)c1 | 1 | 0 | 0.2 | 1 | -1
18 | CCCc1ccc(OCC(O)CN2CCCC2)cc1 (configuration not stated) | 2 | 9 | -0.5 | -1 | -7
19 | CCOC(=O)c1cc2sccc2n1CC(=O)Nc1ccc(OC)c(OC)c1 | 0 | 5 | -0.1 | 1 | -2
20 | CCc1ccc(OC(C)C(=O)Nc2ccc(S(=O)(=O)Nc3nccs3)cc2)cc1 (configuration not stated) | 0 | 5 | 0.0 | -1 | 3
21 | O=C(CCC(=O)c1cccs1)c1cccs1 | 14 | -2 | -0.5 | -1 | -4
22 | COc1ccc(NC(=S)NCc2cccs2)cc1 | 13 | 2 | 0.2 | -3 | 1
23 | C[C@H]1CN([C@@H](C)CO)C(=O)CCCn2cc(nn2)CO[C@@H]1CN(C)C(=O)Nc1cccc(Oc2ccccn2)c1 | 1 | 5 | 0.4 | 3 | -2
24 | CCCCOc1ccc(C(=O)Nc2ccc(N3CCN(C(C)=O)CC3)cc2)cc1 | -14 | 1 | 0.2 | 10 | -5

No. | PRMT1 inh | TDP2 absorb | TCR CD3 inh | MBD2 inh | LEDGF integ inh
13 | 28* | -12 | 7 | 1 | 1
14 | 5 | 2 | 4 | 3 | 5
15 | 7 | 1 | 4 | -2 | 1
16 | -3 | 3 | -1 | 2 | 3
17 | -2 | -13 | -1 | -5 | -3
18 | 3 | -11 | 6 | -2 | -5
19 | 0 | -2 | -2 | 4 | -6
20 | 1 | 4 | 6 | 0 | -1
21 | 4 | 11 | -1 | 1 | 0
22 | -2 | -6 | 1 | 0 | -5
23 | 2 | 6 | -5 | 0 | -1
24 | 7 | -3 | 0 | 5 | -6

The listing continues:
No. | canonical_smiles | Tn6 DDE FP | Tn7 DDE FP | proKLK7 act | UHRF1 MBD2 ctr | SIAE inh
25 | CCCCOC(=O)Nc1nnc(/C=C/c2ccc(OC)cc2)s1 | -11 | -7 | -0.8 | -5 | 4
26 | CCC/C=C/c1ccc(CN2C(C)C(=O)N(Cc3cn(CCC4OCCCO4)nn3)CCS2(=O)=O)cc1 (configuration not stated) | 2 | 5 | 0.1 | 1 | -3
27 | CC(C)n1c(NCc2ccc(N(C)C)cc2)nc2ccccc21 | 3 | 0 | 0.0 | 1 | -4
28 | COc1ccccc1NC(=O)NNC(=O)c1ccc2ccccc2c1O | 2 | -7 | -3.5 | 1 | 7
29 | Cc1cccc2sc(N(CCCN(C)C)C(=O)CCc3ccccc3)nc12 | 0 | 2 | 0.0 | 1 | 3
30 | CCCCn1c(SCC(=O)Nc2cc(C)on2)nnc1-c1cccs1 | 2 | 4 | -0.2 | -2 | 5
31 | O=C1NC(=S)S/C1=C/c1ccc(OC(=O)c2ccco2)cc1 | 13 | 2 | -0.5 | -2 | -39
32 | Cc1cc(O)cc(=O)n1-c1cc(F)c(F)c(F)c1 | -3 | 0 | -0.4 | 1 | -1
33 | CC1(C(=O)NS(=O)(=O)c2cccs2)CCN1C(=O)c1cccc(F)c1 (configuration not stated) | 5 | 3 | -0.8 | 1 | 5
34 | CCN1CCN(C(=S)NC(C)c2ccccc2)CC1 (configuration not stated) | -6 | -3 | -0.5 | 2 | 2
35 | COc1cc(/C=C(\NC(=O)c2ccccc2)C(=O)Nc2cccc(O)c2)c([N+](=O)[O-])cc1OC | -9 | 4 | -0.5 | 1 | -1
36 | O=C(CCS(=O)(=O)c1ccc(Cl)cc1)Nc1nc(-c2ccncc2)cs1 | -5 | 2 | 0.0 | 0 | -4

No. | PRMT1 inh | TDP2 absorb | TCR CD3 inh | MBD2 inh | LEDGF integ inh
25 | 0 | -2 | 8 | -4 | -1
26 | 3 | -11 | 3 | 0 | 0
27 | -2 | -10 | 5 | -2 | 11
28 | -1 | 6 | 36* | 2 | -2
29 | 1 | 3 | 1 | 1 | -2
30 | 1 | 1 | 3 | 1 | -1
31 | -2 | -7 | -5 | 4 | -3
32 | 3 | -1 | -4 | 1 | -4
33 | 1 | 7 | 1 | 5 | -4
34 | 1 | 7 | -5 | 2 | 2
35 | 1 | 1 | 11 | 2 | 2
36 | 13 | 7 | 3 | 1 | -3

Quoted at random: 4 compounds from above, in no set order.
No. | canonical_smiles | Tn6 DDE FP | Tn7 DDE FP | proKLK7 act | UHRF1 MBD2 ctr | SIAE inh
1 | CCN(CC)S(=O)(=O)c1ccc(OC)c(NC(=O)CCc2c(C)noc2C)c1 | -1 | -5 | 0.1 | 5 | 4
24 | CCCCOc1ccc(C(=O)Nc2ccc(N3CCN(C(C)=O)CC3)cc2)cc1 | -14 | 1 | 0.2 | 10 | -5
27 | CC(C)n1c(NCc2ccc(N(C)C)cc2)nc2ccccc21 | 3 | 0 | 0.0 | 1 | -4
14 | O=C(O)c1cccc(-c2ccc(/C=N/NC(=O)c3cccnc3)o2)c1 | -5 | 0 | -0.4 | 7 | 2

No. | PRMT1 inh | TDP2 absorb | TCR CD3 inh | MBD2 inh | LEDGF integ inh
1 | 7 | 1 | -4 | 6 | 0
24 | 7 | -3 | 0 | 5 | -6
27 | -2 | -10 | 5 | -2 | 11
14 | 5 | 2 | 4 | 3 | 5

(list continues)
No. | canonical_smiles | Tn6 DDE FP | Tn7 DDE FP | proKLK7 act | UHRF1 MBD2 ctr | SIAE inh
37 | COc1cccc(CNc2ccc(S(=O)(=O)Nc3nccs3)cc2)c1O | -5 | 1 | 0.1 | 3 | 2
38 | COc1ccc(-c2noc(N3CCC(C(=O)Nc4ccccc4OC)CC3)n2)cc1 | -4 | 1 | 0.4 | -1 | -6
39 | CC1(c2ccc(OC(F)F)cc2)NC(=O)N(CC(=O)Nc2ccc(F)cc2)C1=O (configuration not stated) | -4 | 5 | -0.1 | 0 | -2
40 | O=C(NCCC1=CCCCC1)c1cnc2n(c1=O)CCS2 | 0 | 2 | 0.4 | 0 | -7
41 | COc1cc(C(=O)OCc2ccccc2C#N)ccc1OCC(=O)N1CCOCC1 | 2 | -2 | 0.3 | 1 | 6
42 | CN(c1ccccc1C(=O)N1CCN(c2ccccc2)CC1)S(C)(=O)=O | 8 | 0 | -0.5 | 3 | -12

No. | PRMT1 inh | TDP2 absorb | TCR CD3 inh | MBD2 inh | LEDGF integ inh
37 | 1 | 1 | -1 | -1 | 2
38 | 5 | 4 | -6 | -4 | -3
39 | 3 | -6 | -4 | 3 | -6
40 | 0 | 2 | -2 | 0 | -2
41 | 4 | 5 | 0 | -4 | -1
42 | -3 | -19 | 0 | 0 | 0
